Screens: PubChem, The Scripps Research Institute Molecular Screening Center
FBW7 act: activators of human E3 ligase FBW7; Q969H0; AlphaScreen FBW7–phospho-cyclin E peptide binding, activator screen; normalized activity (activation), % at 26.1 µM; 0.13% of 650,000 active; AID 1259310; in the data active means normalized activity above about 1.9%;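 further: purified mutant Fbw7 with reduced substrate affinity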
GPR151 ag: activators of human GPR151; PathHunter beta-arrestin GPR151 cells, luminescence; 1% of 650,000 active; Q8TDV0; AID 1508602; activation, % at 11.2 µM; in the data active means activation above about 4.9%;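 further: 0% = median of compound wells and 100% = cells with positive control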
Target sequence (Q8TDV0 whole entry, looked up): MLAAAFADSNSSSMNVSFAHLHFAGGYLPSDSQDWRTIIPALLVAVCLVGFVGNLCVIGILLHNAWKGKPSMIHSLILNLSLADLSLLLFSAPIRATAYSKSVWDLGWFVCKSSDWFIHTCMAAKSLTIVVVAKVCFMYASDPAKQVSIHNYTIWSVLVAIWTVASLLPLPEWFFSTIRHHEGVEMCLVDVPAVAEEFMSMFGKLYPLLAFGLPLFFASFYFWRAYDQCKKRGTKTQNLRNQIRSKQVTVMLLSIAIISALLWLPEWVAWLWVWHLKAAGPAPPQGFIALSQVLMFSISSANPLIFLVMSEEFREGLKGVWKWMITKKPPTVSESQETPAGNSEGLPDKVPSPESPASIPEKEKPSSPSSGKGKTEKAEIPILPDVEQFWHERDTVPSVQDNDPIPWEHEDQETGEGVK
TEAD-YAP inh: TEAD-YAP interaction inhibition | HEK-TIYL cells, TEAD-Gal4/YAP UAS-luciferase luminescence | inhibition, % at 9.12 µM | 1.4% of 640,000 active | AID 1259422; in the data active means inhibition above about 32%;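 further: 0% = median of test compound wells and 100% = reference inhibitor wells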
MITF inh: inhibitors of human MITF | O75030 | 0.91% of 650,000 active | inhibition, % at 2.6 µM | AID 1259374 | AlphaScreen MITF homodimerization, bead proximity signal; in the data active means inhibition above about 50%;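 further: 0% = vehicle wells with protein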
Target sequence (O75030 whole entry, looked up): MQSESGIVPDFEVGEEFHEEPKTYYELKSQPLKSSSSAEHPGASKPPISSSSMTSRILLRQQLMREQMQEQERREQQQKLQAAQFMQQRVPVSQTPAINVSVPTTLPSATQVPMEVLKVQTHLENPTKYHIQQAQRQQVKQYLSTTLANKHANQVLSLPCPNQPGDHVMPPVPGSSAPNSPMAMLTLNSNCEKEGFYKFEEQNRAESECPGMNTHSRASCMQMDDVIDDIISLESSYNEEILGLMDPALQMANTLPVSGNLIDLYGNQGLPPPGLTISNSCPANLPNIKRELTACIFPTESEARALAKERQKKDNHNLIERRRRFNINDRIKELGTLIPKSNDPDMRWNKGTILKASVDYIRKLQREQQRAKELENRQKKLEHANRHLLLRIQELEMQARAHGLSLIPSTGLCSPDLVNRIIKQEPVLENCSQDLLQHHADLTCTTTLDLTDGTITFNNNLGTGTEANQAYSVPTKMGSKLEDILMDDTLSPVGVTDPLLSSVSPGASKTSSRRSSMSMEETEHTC
* hit, by the source's call; & = joins results of further samples. Hits appear at their usual frequency. About 3.4% of those tested had a hit in this group.

Each structure is followed by: FBW7 act	GPR151 ag	TEAD-YAP inh	MITF inh
CC(C)(C)NC(=O)c1cccc(NC(=O)COc2ccccc2Cl)c1
    0.1	-1.4	-11	2
O=C(c1cccc(F)c1)N1CCN(c2ccc([N+](=O)[O-])c(NCc3ccccc3)c2)CC1
    -0.2	0.3	-8	3
NS(=O)(=O)c1ccc(CCNC(=O)Cc2ccc([N+](=O)[O-])cc2)cc1
    -0.1	-1.1	4	-6
O=C(Nc1ccccc1)C1CCCCC1
    0.1	0.1	8	3
COc1cccc(NC(=O)COc2cc(Cl)ccc2Cl)c1
    -0.1	0.7	-37	1
CCOC(=O)c1ccccc1NC(=O)CNC(=O)Cn1cnc2sc3c(c2c1=O)CCCC3
    0.1	0.4	-3	2
COc1cccc(NC(=O)C2C3C=CC4(O3)C2C(=O)N(CC2CCCO2)C4C(=O)NC2CCCCC2)c1 (centres undefined)
    0.0	-0.8	-1	-23
Cc1nonc1CN(C)C(=O)CC1C(=O)NCCN1Cc1cccc(C(F)(F)F)c1 (centres undefined)
    0.0	0.4	10	-5
CC(C)c1ccc(OCC(O)CN2CCN(c3ccccn3)CC2)cc1 (centres undefined)
    -0.1	-1.4	-5	21
COc1cccc(/C=C2\SC(=O)N(CC(=O)Nc3ccccc3F)C2=O)c1
    -0.1	1.7	4	-7
CCOC(=O)C1C(=O)NC(SCC(=O)Nc2cc(OC)c(Cl)cc2OC)=C(C#N)C1c1ccccc1OC (centres undefined)
    0.1	-0.8	6	1
COc1ccc(C2=N/C(=C\c3ccc(OC)c(OC)c3OC)C(=O)O2)cc1OC
    0.1	-1.2	0	5
Cn1c(=O)c2[nH]c(SCc3ccccc3)nc2n(C)c1=O
    -0.2	0.0	3	10
OC(CNCC#Cc1ccccc1)c1ccccc1 (centres undefined)
    0.7	1.8	-3	9
CCOC(=O)N1CCC(n2c(SCc3cccc(Cl)c3)nc3ccsc3c2=O)CC1
    0.2	-0.7	2	6
COc1ccc(C)cc1Nc1ncnc(N)c1[N+](=O)[O-]
    0.1	0.6	-2	0
COc1ccc(NS(=O)(=O)c2c(C)n(C)c(=O)n(C)c2=O)cc1
    0.1	-0.2	6	8
CN(C1CCCCC1)S(=O)(=O)c1ccccc1NC=C(C#N)C#N
    0.0	-0.2	-2	7
CCCN1CCC(N2C[C@H](NCc3ccccc3F)C[C@H]2C(=O)NCC)CC1
    1.0	0.3	4	15
COc1ccc(OC)c(NC(=O)CCN2C(=O)C3C4C=CC(C4)C3C2=O)c1 (centres undefined)
    -0.1	0.2	5	-4
CCCCn1cnc2cc(C)c(C)cc21
    0.1	-0.2	-9	5
COc1ccc(-n2ncc3c(N(C)Cc4ccccc4)ncnc32)cc1
    0.0	2.0	-65	-7
CCN(CC)CCOCCOc1ccc(C)cc1C
    -0.1	0.8	-4	4
Cc1ccn(CCCNC(=O)Cn2ncc3c4oc(C)cc4n(C)c3c2=O)n1
    -0.1	-0.9	-8	13
O=C(Nc1ccc(-c2nc3ccccc3[nH]2)cc1)c1ccc(-c2cccc([N+](=O)[O-])c2)o1
    0.1	0.6	-9	6
Cc1cc(Br)ccc1OCC(=O)N1CCC(C(N)=O)CC1
    0.2	-0.4	4	9
O=[N+]([O-])c1ccc(CN2CCCC(CO)C2)cc1 (centres undefined)
    -0.2	0.2	4	-13
COC(=O)C1=CN(C(C)c2ccccc2)C=C(C(=O)OC)C1c1cccc(OC)c1OC (centres undefined)
    1.0	0.0	1	2
O=C(NCCC1=CCCCC1)c1ccc2c(=O)n(C3CCCCC3)c(SCc3cccc([N+](=O)[O-])c3)nc2c1
    0.4	-0.6	4	14
CCOc1ccc(C2N(c3ccc(F)cc3)C(=O)C3CCCN32)cc1 (centres undefined)
    0.5	-0.6	-3	20
CCCOC(=O)C1=C(C)NC2=C(C(=O)CC(c3ccc(OC)cc3)C2)C1c1ccc(OC)cc1OC (centres undefined)
    0.3	-0.8	3	16
O=c1c2ccccc2c2ccccc2c(=O)n1-c1cccc(F)c1
    0.0	-1.3	3	-10
Oc1ccc(-c2cncc(-c3ccc4c(c3)OCO4)n2)cc1
    0.9	-0.2	-18	4
Cc1ccc(C(C(=O)NC2CCCCC2)N(Cc2cccs2)C(=O)c2csnn2)o1 (centres undefined)
    -0.1	1.7	11	10
COc1ccc(Oc2cc([N+](=O)[O-])cc3c2C(=O)Nc2ccccc2O3)cc1
    -0.1	1.2	17	5
CCCCn1nnnc1NCc1cc(OC)c(OC)c(OC)c1
    0.0	2.4	9	-6
CCOCCOC(=O)C1=C(C)NC(=O)CC1c1ccccc1OCC (centres undefined)
    0.9	-1.4	3	-9
COc1ccc(CCNc2nc(-c3ccc(OC)nc3)nc3c2ncn3Cc2ccc(C(F)(F)F)cc2)cc1
    0.1	-2.2	-6	17
COC(=O)c1c(NC(=O)c2ccccc2Br)sc(C)c1C
    0.2	0.6	13	1
c1ccc(N(c2ccccc2)N(c2ccccc2)c2ccccc2)cc1
    0.1	0.5	8	2
C=CCn1c(SCC(=O)Nc2cc(C)ccc2C)nc2sc3c(c2c1=O)CCC3
    0.1	-0.3	-4	-1
CCOC(=O)c1c(C)c(C(=O)NCc2ccccc2Cl)c(C)n1C
    0.8	-0.2	-3	18
Cc1cc(C)nc(/N=C(/NC(=O)c2ccccc2)N2CCC(C(N)=O)CC2)n1
    0.5&0.2	-1.9&0.9	-3&-1	4&-9
CCOc1cc([N+](=O)[O-])cc(C=O)c1OC(C)C(=O)O (centres undefined)
    -0.1	1.1	-2	4
O=C(/C=C/c1ccco1)OCC1CCCN2CCCCC12 (centres undefined)
    -0.3	-1.1	-1	3

Single records (already shown):
CCOc1cc([N+](=O)[O-])cc(C=O)c1OC(C)C(=O)O (centres undefined) is listed with FBW7 act: -0.1; GPR151 ag: 1.1; TEAD-YAP inh: -2; MITF inh: 4
CCCCn1nnnc1NCc1cc(OC)c(OC)c(OC)c1 is listed with FBW7 act: 0.0; GPR151 ag: 2.4; TEAD-YAP inh: 9; MITF inh: -6
Cc1ccc(C(C(=O)NC2CCCCC2)N(Cc2cccs2)C(=O)c2csnn2)o1 (centres undefined) is listed with FBW7 act: -0.1; GPR151 ag: 1.7; TEAD-YAP inh: 11; MITF inh: 10

Later entries
Each structure is followed by: FBW7 act	GPR151 ag	TEAD-YAP inh	MITF inh
COc1ccc(S(=O)(=O)N(CCCO)Cc2cc3ccc(C)cc3[nH]c2=O)cc1
    0.0	-0.1	-34	-12
CC1(C)C(c2ccccc2)[N+](=O)C(c2ccccc2)=C(c2ccccc2)N1[O-] (centres undefined)
    -0.2	0.4	29	-8
Cc1ccc(S(=O)(=O)N(C)c2ccc(OCC(=O)N3CCOCC3)cc2)cc1
    0.4	2.1	9	-7
O=C(CCc1nnc(CCc2ccccc2)o1)NCC(F)(F)F
    0.0	0.3	-3	4
COc1ccc(CCNc2nc(Nc3nccc4ccccc34)nc3c2ncn3C2CCCCC2)cc1
    0.2	-1.0	33*	4
CCCOc1ccc(C(=O)C(C)=O)cc1
    0.1	0.1	4	14
CN(C(=O)Cn1cnc2c(cnn2CCO)c1=O)c1ccccc1
    -0.3	0.4	-2	0
O=C(c1csc2c1CCCC2)N1CCc2c(nc(N3CCOCC3)[nH]c2=O)C1
    0.0	-0.3	-6	-5
CN(Cc1ccco1)S(=O)(=O)c1ccc2[nH]cc(C=O)c2c1
    -0.1	-0.7	-3	5
O=c1c(-c2ccccc2)coc2cc(OCc3ccccc3Cl)ccc12
    0.2	-0.1	0	11
CCC1CCCCN1CCN1C(=O)C2C(C(=O)Nc3ccc(Cl)c(Cl)c3)C3C=CC2(O3)C1C(=O)NC1CCCCC1 (centres undefined)
    1.0	-0.6	2	17
Cc1cc(=O)[nH]c(N/N=C/c2ccc(O)cc2O)n1
    -1.2	1.4	2	76*
O=S(=O)(Nc1nc2ccccc2nc1Cl)c1ccccc1
    0.0	-1.1	2	11
O=S(=O)(NC1c2ccccc2CC1O)c1ccc(S(=O)(=O)N2CCCC2)cc1 (centres undefined)
    0.9	0.0	12	7
O=C1CCN(C(=O)COc2ccc(Cl)cc2)c2ccccc2N1
    -0.4	0.6	2	1
COc1ccc(Cn2c(NCCO)nc3c2c(=O)n(C)c(=O)n3C)cc1
    -0.2	-0.1	41*	-17
NC(=O)c1cn(-c2ccccc2)nc1-c1cccc(Br)c1
    0.0	2.9	5	12
CCCCCCc1c(C)c2ccc(O)c(C)c2oc1=O
    0.1	2.2	4	11
Cc1ncc([N+](=O)[O-])n1CC(=O)Nc1ccccc1F
    0.6	-0.7	3	10
O=C(Nc1ccc(I)cc1)c1cc2cc(Cl)ccc2oc1=O
    0.0	-0.1	0	0
CCC1CCc2c(sc(NC(=O)c3ccccc3F)c2C#N)C1 (centres undefined)
    0.0	-0.2	-15	5
CSc1ccc(-c2ccc(-n3ccnc3)cc2)nn1
    -0.1	-7.8	52*	-37
COc1ccc(-c2cc(C(F)(F)F)n3nc(C(=O)Nc4ccc5c(c4)OCO5)c(Cl)c3n2)cc1OC
    0.2	0.8	-4	18
O=C(C1CC1)N1CCc2cc(S(=O)(=O)NC3CCN(Cc4ccccc4)CC3)ccc21
    -0.2	-0.5	3	-8
CNC(=O)Oc1ccc2c(c1)[C@]1(C)CCN(C)C1N2C (some centres undefined)
    0.0&0.9	2.8&-1.1	8	9&-2
O=C(C1CCN(CC2CC=CCC2)CC1)N1CCN(c2ccccc2F)CC1 (centres undefined)
    0.4	-1.8	11	47
O=S(=O)(Nc1nc2ccccc2[nH]1)c1ccc2ccccc2c1
    -0.5	0.6	-11	0
COC(=O)c1ccc(NC(=O)C2CC(=O)N(CCc3ccc(Cl)cc3)C(=Nc3ccc(F)cc3)S2)cc1 (centres undefined)
    0.0	-0.3	-6	7
Cc1ncc(-c2ccncc2)c(C2CCCN(CC(=O)Nc3nccs3)C2)n1 (centres undefined)
    -0.2	0.1	-16	-2
Cc1ccc(CSCC(=O)N/N=C/c2cccc3c2OCCO3)cc1
    0.4	0.0	0	21
COc1cc(C(=O)N2CCN(S(=O)(=O)c3ccc(NC(C)=O)cc3)CC2)cc(OC)c1OC
    0.0	-0.8	14	1
O=C(Nc1cc(Oc2ccccc2)cc([N+](=O)[O-])c1)c1nn2c(C(F)(F)F)cc(-c3ccccc3)nc2c1Br
    0.0	-1.3	-8	-3
O=C(COC(=O)/C=C/c1ccc(OC(F)F)cc1)NC(=O)NCc1ccccc1
    0.0	1.7	4	-1
CCCCn1c(CNC(=O)c2ccco2)nnc1SC(C)C(=O)Nc1sc(C(=O)OCC)c(C)c1C(=O)OCC (centres undefined)
    -0.1	0.5	1	2
CCNC(=O)c1cc2c(=O)n3cccc(C)c3nc2n(Cc2ccncc2)c1=N
    -0.1	-0.5	13	-5
COc1ccc(C(=O)Nc2nc(CSCc3ccc(F)cc3)cs2)cc1OC
    -0.1	3.3	10	-1
CC(O)CNCc1cccc2ccccc12 (centres undefined)
    -0.2	-0.4	4	-7
Cc1cc(C(=O)CSCCCn2c(=O)[nH]c3ccccc32)c(C)n1C
    0.3	-0.4	4	13
FC(F)Oc1ccccc1NC(=S)NCCN1CCOCC1
    0.2	1.3	2	-5
CC(Cc1ccc2c(c1)OCO2)CN1CCC(C2(C)NC(=O)NC2=O)CC1 (centres undefined)
    -0.1	1.3	-2	-1
COc1ccc(OC)c(CN2CCOCC2)c1
    -0.1	-0.6	3	1
CC1=C(C(=O)Nc2cccnc2)C(c2ccncc2)n2nc(-c3cccc(Cl)c3)nc2N1 (centres undefined)
    0.0	-0.8	4	6
Cc1ccc(Cl)cc1NC(=O)C(=O)N1CCCCC1
    0.1	1.3	-10	5
CCOc1ccc(S(=O)(=O)c2cn(C)c3ccc(CC)cc3c2=O)cc1
    0.1	0.2	1	5
Cn1c(=O)oc2cc(S(=O)(=O)N(CCO)Cc3ccccc3)ccc21
    0.0	0.7	-2	22
Cc1ccccc1-n1nc2c(c1NC(=O)c1cccs1)CS(=O)(=O)C2
    0.7	-0.2	9	8
CCc1ccc(OCC(=O)Nc2ccc(Cl)cn2)cc1
    0.3	2.3	-29	-3
CCOC(=O)c1c(NS(C)(=O)=O)sc2c1CCC(C)C2 (centres undefined)
    0.0	-1.3	-11	-6
CCCCCCNC(CC(=O)Nc1ccc(Cl)cc1)C(=O)O (centres undefined)
    0.9	-1.8	-5	12
Cc1cc(/C=C2/C(=O)NC(=O)N(Cc3ccco3)C2=O)c(C)n1C1CCCC1
    -0.2	1.6	-6	15
CN(CC(=O)c1ccc2cc[nH]c2c1)Cc1ccccc1
    0.7	5.3*	-20	14
COc1ccc(C(=O)NCCN2CCOCC2)cc1[N+](=O)[O-]
    0.5	-1.7	3	-6
O=[N+]([O-])c1cc(S(=O)(=O)N2CCOCC2)ccc1N1CCC(Cc2ccccc2)CC1
    -0.3	2.0	2	8

Nothing new here: an excerpt of the list.
Each structure is followed by: FBW7 act	GPR151 ag	TEAD-YAP inh	MITF inh
CN(CC(=O)c1ccc2cc[nH]c2c1)Cc1ccccc1
    0.7	5.3*	-20	14
COc1ccc(C(=O)NCCN2CCOCC2)cc1[N+](=O)[O-]
    0.5	-1.7	3	-6
O=[N+]([O-])c1cc(S(=O)(=O)N2CCOCC2)ccc1N1CCC(Cc2ccccc2)CC1
    -0.3	2.0	2	8
